Assay outcomes from PubChem.
Ecoli WT expand: E. coli BW25113 growth inhibition, expanded screen. OD600 absorbance. growth inhibition, % at 100 µM. actives 0.15% (n = 98,000);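 active = growth inhibition above about 50% at one test dose, limit read from the data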;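 also: growth measured after 20 h incubation at 37 °C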
ERb coact inh: blocks coactivator binding to human estrogen receptor beta; Q92731; TR-FRET ER-beta LBD / SRC1-Cy5 peptide binding; receptor agonist-loaded with 1 µM estradiol; inhibition, % at 25.6 µM; actives 1.3% (n = 86,000);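 active = compounds whose percent inhibition of the receptor-coactivator binding signal exceeds about 50% in the single-dose screen, limit read from the data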;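 also: 0% = receptor plus peptide wells without compound and 100% = peptide-only wells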
ERa SRC1 inh: blocks coactivator binding to human estrogen receptor alpha; P03372; TR-FRET ER-alpha LBD / SRC-1 peptide, estradiol-bound; inhibition, % at 25.6 µM; actives 1.7% (n = 86,000); AID 629; in the data active = inhibition above about 50%;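 also: 0% = receptor plus peptide control and 100% = peptide only without receptor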
ERa coact pot: enhances coactivator binding to human estrogen receptor alpha. TR-FRET ERalpha-LBD/SRC-Cy5 coactivator binding, 2 h; 100 = basal binding, no effect. coactivator binding (% of control), % at 25.6 µM. actives 1.3% (n = 86,000); in the data active = activity above about 200%;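 also: binding measured in presence of low estradiol as agonist stimulus; 0% = peptide alone without receptor and 100% = receptor with peptide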
PLAP act: human PLAP activation | P05187 | actives 1.2% (n = 96,000) | activation fold at 20 µM | purified PLAP enzyme, luminescent substrate read-out; active compounds read high | AID 696; in the data active = activation fold above about 2
MT1-MMP txn act: MT1-MMP promoter transcription activation; HT1080 MT1-MMP promoter luciferase reporter, luminescence, overnight; active compounds read high; activation factor at 10 µM; actives 0.16% (n = 86,000);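 active = activation factor of at least 2 for MT1-MMP transcription at 10 µM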
Mac1 fbg inh: CD11b/CD18-fibrinogen binding inhibition; K562 CD11b/CD18 adhesion to fibrinogen, ATPlite luminescence; Mn2+ added to activate the integrin; inhibition, % at 10 µM; actives 0.54% (n = 93,000); AID 1497;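 active = primary inhibition of 50% or more at 10 µM, then 40% or more on retest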; also: some results filed as inactive read as strong as hits
Target sequence (P05107 whole entry, looked up, other chains not shown): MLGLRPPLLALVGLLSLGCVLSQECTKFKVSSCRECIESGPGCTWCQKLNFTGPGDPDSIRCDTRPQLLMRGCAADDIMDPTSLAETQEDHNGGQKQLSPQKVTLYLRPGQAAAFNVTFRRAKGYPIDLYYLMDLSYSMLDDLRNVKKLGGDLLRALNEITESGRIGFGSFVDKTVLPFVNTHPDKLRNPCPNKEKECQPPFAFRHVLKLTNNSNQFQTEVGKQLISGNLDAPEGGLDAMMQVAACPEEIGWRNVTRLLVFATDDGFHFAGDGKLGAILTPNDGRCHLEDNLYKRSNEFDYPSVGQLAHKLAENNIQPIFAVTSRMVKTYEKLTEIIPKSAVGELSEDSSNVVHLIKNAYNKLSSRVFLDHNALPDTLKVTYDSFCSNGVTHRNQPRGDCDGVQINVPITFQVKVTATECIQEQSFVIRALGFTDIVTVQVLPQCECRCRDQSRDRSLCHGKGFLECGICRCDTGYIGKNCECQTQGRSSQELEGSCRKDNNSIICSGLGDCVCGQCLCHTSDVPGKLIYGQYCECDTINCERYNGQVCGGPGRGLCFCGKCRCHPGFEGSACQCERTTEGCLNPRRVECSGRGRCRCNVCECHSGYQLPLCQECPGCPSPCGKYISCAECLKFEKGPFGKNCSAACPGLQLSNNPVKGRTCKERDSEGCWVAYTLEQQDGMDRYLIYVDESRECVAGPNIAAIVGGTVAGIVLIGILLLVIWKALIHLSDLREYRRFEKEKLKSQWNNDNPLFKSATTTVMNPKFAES
Mac1 fbg enh: increases human CD11b/CD18 adhesion to fibrinogen | K562 CD11b/CD18 adhesion to fibrinogen, ATPlite luminescence | activation, % at 10 µM | P05107+P11215 | actives 0.07% (n = 93,000);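 active = 10 µM primary screen giving 50% or more activity, confirmed by 40% or more on retest at that dose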; also: strong numbers were not always called active; reference of the scale not given here
FAK blocker: inhibitors of human focal adhesion kinase; actives 0.84% (n = 97,000); Q05397; inhibition, %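 (tested at 7 µM)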; biochemical FAK kinase activity assay; in the data active = inhibition above about 19%;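 also: 0% = DMSO and 100% = reference compound high control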
Active calls of the source: *; . = no result given; [ ] = remark or other dose.

SMILES | Ecoli WT expand | ERb coact inh | ERa SRC1 inh | ERa coact pot | PLAP act | MT1-MMP txn act | Mac1 fbg inh | Mac1 fbg enh | FAK blocker
C=CCSc1nnc2c(n1)OC(c1cccnc1)Nc1ccccc1-2 (stereo unspecified) | -4 | 32 | -4 | 102 | 1.1 | 1.2 | 0 | -2 | -4
Cc1ccc2c(c1)C(c1ccc(F)cc1)N(C(=O)C1CC1)CC(=O)N2 (stereo unspecified) | -3 | -9 | -4 | 91 | 1.2 | 1.1 | -6 | 3 | 0
CCCCNC(=O)c1ccc2c(c1)ncn2C1CCCC1 | 4 | -1 | -8 | 100 | 1.1 | 1.1 | -4 | -3 | 3
CCOC(=O)N1CCN(C(=O)Cc2ccsc2)CC1 | -2 | -2 | -1 | 95[fluorescence artefact?] | 0.9 | 1.2 | . | . | -6
CCCCC(CC)CNC(=O)C1CCCN(S(=O)(=O)c2cnc[nH]2)C1 (stereo unspecified) | 8 | 1 | 4 | 88 | 1.4 | 1 | -10 | 0 | 1
C=CCn1c(-c2ccc(Cl)cc2)c[nH]c1=S | 0 | -14 | -14 | 103 | 0.8 | 1.2 | 4 | 3 | 14
O=C(COC(=O)c1ccccc1NC(=O)c1ccco1)NC1CCCCC1 | 0 | 1[fluorescence artefact?] | 7[fluorescence artefact?] | 112 | 1 | 1.4 | 6 | 0 | 7
O=[N+]([O-])c1cc(C(F)(F)F)ccc1Sc1ccc2ccccc2n1 | -3 | . | . | . | 1 | . | -13 | 7 | 6
N#Cc1ccc(-c2ccccc2)nc1SCC(=O)c1cc2ccccc2oc1=O | -1 | . | . | . | 1.4 | . | 4 | 15 | -2
c1ccc(Nc2nc(N3CCNCC3)nc(N3CCOCC3)n2)cc1 | . | -12 | -10 | 110 | . | 1 | . | . | 1
CO/N=C(/CS(=O)Cc1ccccc1Cl)c1ccc(Cl)cc1Cl (stereo unspecified) | 10 | . | . | . | 1.2 | . | 0 | -5 | 7
CCOc1ccc(-c2nnc(-c3snc(-c4ccc(F)cc4)c3N=CN(C)C)o2)cc1 | -10 | 24[fluorescence artefact?] | 21[fluorescence artefact?] | 189[fluorescence artefact?] | 1.2 | 1.1 | -12 | 34 | .
COc1ccc(CCNC(=O)C2CCN(S(=O)(=O)N3CCCCC3)CC2)cc1OC | -9 | -1[fluorescence artefact?] | -1[fluorescence artefact?] | 92 | 1.2 | 1.1 | -5 | 0 | 2
O=C(Nc1ccccn1)C12CC3CC(CC(C3)C1)C2 | -8 | . | . | . | 0.9 | . | -13 | 0 | 1
CCOC(=O)CSc1nnc(-c2nnc(SCC(=O)OCC)n2CC)n1CC | 1 | -7 | -5 | 106 | 1.1 | 1.2 | 0 | -2 | 0
O=C(Nc1ccccc1F)c1ccncc1 | 5 | -20[fluorescence artefact?] | -23 | 99 | 1.1 | 1.1 | 10 | 0 | 1
N#Cc1cc2ccccc2nc1SCC(=O)Nc1ccccc1N1CCOCC1 | -3 | . | . | . | 1 | 1.2 | -3 | -4 | -2
CC(C)CSc1ncnc2c1oc1nc3c(cc12)COC(C)(C)C3 | 1 | -4 | -2 | 98 | 1.3 | 1.2 | -1 | -1 | 3
COC(=O)c1ccc(COn2c(=O)c(C)[n+]([O-])c3ccccc32)cc1 | -13 | -11 | -3 | 92 | 0.8 | 1 | -5 | -2 | 2
CCOc1ccc(-c2noc(COC)n2)cc1OC | 8 | -16 | -9 | 117 | 0.8 | 1.1 | -3 | 0 | -3
CCCS(=O)(=O)N1CCN(S(=O)(=O)c2ccccc2)CC1 | 8 | 6 | 4 | 92 | 0.8 | 1 | 0 | 3 | 0
O=C(Cc1ccc(-n2cccc2)cc1)NC1CCCCCC1 | . | 33 | 24 | 90 | . | 1.1 | . | . | 2
O=C(NC1CCCCCCC1)C1CCN(S(=O)(=O)N2CCCC2)CC1 | 5 | -1 | 3 | 94 | 1.1 | 1.1 | -23 | 7 | .
O=C(CSc1nnc(CNC(=O)c2cccs2)o1)NC1CCCC1 | -9 | 4[fluorescence artefact?] | 0[fluorescence artefact?] | 97 | . | 1.1 | . | . | 0
CNC(=O)CC(C(=O)O)c1ccc(OC(C)C)cc1 (stereo unspecified) | 4 | 18 | 11 | 93 | 1.1 | 1 | -32 | 2 | -2
COc1cc(C2C(C(=O)c3ccco3)=C(O)C(=O)N2Cc2cccnc2)cc(OC)c1OC (stereo unspecified) | 3 | . | . | . | 0.8 | 1.2 | 10 | -4 | -4
O=C(CNC(=O)c1cccs1)OCC(=O)c1cccs1 | 11 | 0 | -2 | 116 | 0.9 | 1.2 | -5 | 1 | 0
CCCOc1ccc(-c2nc(OC)c3ccccc3n2)cc1 | 2 | -7 | -2 | 115 | 0.9 | 1.4 | . | . | 2
CCN(CC)C(=O)CSc1nnc(C2CCCCC2)o1 | 3 | -16[fluorescence artefact?] | -8 | 105 | 1.2 | 1.2 | . | . | -4
CCOC(=O)c1cnc2cc(Cl)c(OC)cc2c1NCC1CCCO1 (stereo unspecified) | -6 | . | . | . | 1.1 | 1.2 | 8 | -5 | 20*
COc1cc(C(=O)Nc2nnc(-c3sccc3C)s2)cc(OC)c1OC | 1 | 31[fluorescence artefact?] | 32 | 476* | 0.8 | 1.1 | 0 | 19 | 1
CCOc1cc(-c2nc(-c3ccncc3)no2)cc(OCC)c1OCC | 3 | 13 | 11 | 118[fluorescence artefact?] | 1.1 | 1.2 | 10 | -6 | 0
C=CCn1c(=O)c2c(C)c(C)sc2n2c(Nc3ccc(OC)cc3)nnc12 | 8 | 2 | 4 | 103 | 0.9 | 1 | 12 | -3 | -1
c1cncc(C(c2nnnn2C2CCCC2)N2CCCC2)c1 (stereo unspecified) | 6 | 2[fluorescence artefact?] | -4 | 138 | 1.2 | . | -6 | 1 | -3
Cc1cc(=O)c2c(o1)CC(C)(C)CC2=O | -1 | 13 | 13 | 100 | 1.2 | 1 | 3 | -4 | -1
CC1(C)Cc2c(cnn2-c2ccccc2)C(=O)/C1=N\NC(=O)c1ccncc1 | . | 12 | 16 | 97 | . | 1 | . | . | 2
CCOC(=O)c1sc2nc(C(C)C)c3c(c2c1N)CC(C)(C)OC3 | -2 | -8 | -10 | 104 | 0.9 | 0.8 | -2 | 4 | 4
CCOC(=O)N1CCN(S(=O)(=O)c2ccc3[nH]c(=O)sc3c2)CC1 | -11 | -7 | -1 | 104 | 0.8 | 1 | 4 | -2 | .
COc1cccc(CNC(=O)N[C@@H](CC(C)C)C(=O)O)c1 | -4 | -8 | -9 | 108 | 0.9 | 1 | -8 | -3 | 1
CN(C)CC(=O)Nc1nc(-c2ccccc2)cs1 | 10 | 1[fluorescence artefact?] | 6[fluorescence artefact?] | 106 | 0.8 | 1.3 | -33 | -4 | 2

A draw from above in order of heavy-atom count, smallest number first:
SMILES | Ecoli WT expand | ERb coact inh | ERa SRC1 inh | ERa coact pot | PLAP act | MT1-MMP txn act | Mac1 fbg inh | Mac1 fbg enh | FAK blocker
CCCOc1ccc(-c2nc(OC)c3ccccc3n2)cc1 | 2 | -7 | -2 | 115 | 0.9 | 1.4 | . | . | 2
O=C(CSc1nnc(CNC(=O)c2cccs2)o1)NC1CCCC1 | -9 | 4[fluorescence artefact?] | 0[fluorescence artefact?] | 97 | . | 1.1 | . | . | 0
CC1(C)Cc2c(cnn2-c2ccccc2)C(=O)/C1=N\NC(=O)c1ccncc1 | . | 12 | 16 | 97 | . | 1 | . | . | 2

(next part)
SMILES | Ecoli WT expand | ERb coact inh | ERa SRC1 inh | ERa coact pot | PLAP act | MT1-MMP txn act | Mac1 fbg inh | Mac1 fbg enh | FAK blocker
C1=C2C[N+]3(CCCC3)CC2Cc2ccc3ccccc3c21 (stereo unspecified) | 10 | -5 | -2 | 102 | 1.1 | 1.2 | -31 | 3 | -1
COc1ccc(S(=O)(=O)Nc2ccc3c(c2)OCO3)cc1C(=O)O | -9 | . | . | . | 0.9 | 1.1 | -4 | 1 | -1
CC1(C)C(O)=C(c2nc3ccccc3[nH]2)C(=N)N1c1ccccc1 | -2 | -7 | -4 | 101 | 1.2 | 1.1 | . | . | 0
CCC(SC1=N/C(=C/c2ccccc2OC)C(=O)N1c1ccccc1)C(=O)Nc1cc(C)on1 (stereo unspecified) | -12 | . | . | . | 1 | . | 2 | 22 | -9
S=c1[nH]nc(-c2ccccc2)n1CC1CCCO1 (stereo unspecified) | 0 | 0[fluorescence artefact?] | 3[fluorescence artefact?] | 88[fluorescence artefact?] | 1.2 | 1.2 | 17 | 1 | 0
COC(=O)[C@H](CCSC)NC(=O)Nc1ccc(C)c(C)c1 | -3 | 4[fluorescence artefact?] | 1 | 130 | 0.9 | 1.1 | -12 | -3 | 0
CCOc1ccc(C2c3c(oc4ccccc4c3=O)C(=O)N2c2ccccn2)cc1OC (stereo unspecified) | . | 17[fluorescence artefact?] | 0 | 83 | . | 1.1 | . | . | .
COc1ccc(C2C=C(c3cccs3)Nc3nc(CCCO)nn32)cc1 (stereo unspecified) | -4 | 7[fluorescence artefact?] | 7[fluorescence artefact?] | 95[fluorescence artefact?] | 1.2 | 0.9 | 1 | 0 | -10
COc1ccc(C)cc1S(=O)(=O)N(C)CC(=O)NCc1ccco1 | 1 | 0 | -3 | 105[fluorescence artefact?] | 1.4 | 1 | -15 | 17 | -2
O=C(c1cccnc1)N1CCCc2ccccc21 | -3 | -4 | -8 | 110 | 1 | 1.2 | -1 | -2 | -1
CCOCCCn1c(C)nc2c(c1=O)c1nc3ccccc3nc1n2CCC1=CCCCC1 | -2 | 0 | -6 | 96 | 1.5 | 1 | -3 | -4 | 6
Cn1c(=O)c2c(SCC(=O)Nc3ccc4c(c3)OCCO4)nc(CC(C)(C)C)nc2n(C)c1=O | -9 | . | . | . | 1.4 | . | -8 | 3 | 1
CCOc1ccc(C(=O)Nn2cnnc2)cc1 | -8 | 4 | -7 | 125 | 1 | 1.2 | 2 | -2 | .

Part of the list above, reformatted:
compound	Ecoli WT expand	ERb coact inh	ERa SRC1 inh	ERa coact pot	PLAP act	MT1-MMP txn act	Mac1 fbg inh	Mac1 fbg enh	FAK blocker
C1=C2C[N+]3(CCCC3)CC2Cc2ccc3ccccc3c21 (stereo unspecified)	10	-5	-2	102	1.1	1.2	-31	3	-1
COc1ccc(S(=O)(=O)Nc2ccc3c(c2)OCO3)cc1C(=O)O	-9	.	.	.	0.9	1.1	-4	1	-1
CC1(C)C(O)=C(c2nc3ccccc3[nH]2)C(=N)N1c1ccccc1	-2	-7	-4	101	1.2	1.1	.	.	0
CCC(SC1=N/C(=C/c2ccccc2OC)C(=O)N1c1ccccc1)C(=O)Nc1cc(C)on1 (stereo unspecified)	-12	.	.	.	1	.	2	22	-9
S=c1[nH]nc(-c2ccccc2)n1CC1CCCO1 (stereo unspecified)	0	0[fluorescence artefact?]	3[fluorescence artefact?]	88[fluorescence artefact?]	1.2	1.2	17	1	0
COC(=O)[C@H](CCSC)NC(=O)Nc1ccc(C)c(C)c1	-3	4[fluorescence artefact?]	1	130	0.9	1.1	-12	-3	0
CCOc1ccc(C2c3c(oc4ccccc4c3=O)C(=O)N2c2ccccn2)cc1OC (stereo unspecified)	.	17[fluorescence artefact?]	0	83	.	1.1	.	.	.
COc1ccc(C2C=C(c3cccs3)Nc3nc(CCCO)nn32)cc1 (stereo unspecified)	-4	7[fluorescence artefact?]	7[fluorescence artefact?]	95[fluorescence artefact?]	1.2	0.9	1	0	-10
COc1ccc(C)cc1S(=O)(=O)N(C)CC(=O)NCc1ccco1	1	0	-3	105[fluorescence artefact?]	1.4	1	-15	17	-2
O=C(c1cccnc1)N1CCCc2ccccc21	-3	-4	-8	110	1	1.2	-1	-2	-1
